ALOX12 inh: Primary qHTS assay for inhibitors of human arachidonate 12S-lipoxygenase (ALOX12): Round 2 | 580,000 tested, 1.1% active | purified 12hLO, xylenol orange hydroperoxide absorbance | Potency, µM (doses to about 108 µM), inactives show at the highest dose activity change, negative = inhibition, most hits filed as inhibitors | AID 1671190, 2021 | Polyunsaturated fatty acid lipoxygenase ALOX12 (Homo sapiens), P18054; active = well fitted inhibition curve with a large enough effect; inconclusive = small, poorly fitted or top-dose-only effect, or another doubt; inactive = no such curve, though single readings can be large or run the other way
Target sequence (P18054 whole entry, looked up): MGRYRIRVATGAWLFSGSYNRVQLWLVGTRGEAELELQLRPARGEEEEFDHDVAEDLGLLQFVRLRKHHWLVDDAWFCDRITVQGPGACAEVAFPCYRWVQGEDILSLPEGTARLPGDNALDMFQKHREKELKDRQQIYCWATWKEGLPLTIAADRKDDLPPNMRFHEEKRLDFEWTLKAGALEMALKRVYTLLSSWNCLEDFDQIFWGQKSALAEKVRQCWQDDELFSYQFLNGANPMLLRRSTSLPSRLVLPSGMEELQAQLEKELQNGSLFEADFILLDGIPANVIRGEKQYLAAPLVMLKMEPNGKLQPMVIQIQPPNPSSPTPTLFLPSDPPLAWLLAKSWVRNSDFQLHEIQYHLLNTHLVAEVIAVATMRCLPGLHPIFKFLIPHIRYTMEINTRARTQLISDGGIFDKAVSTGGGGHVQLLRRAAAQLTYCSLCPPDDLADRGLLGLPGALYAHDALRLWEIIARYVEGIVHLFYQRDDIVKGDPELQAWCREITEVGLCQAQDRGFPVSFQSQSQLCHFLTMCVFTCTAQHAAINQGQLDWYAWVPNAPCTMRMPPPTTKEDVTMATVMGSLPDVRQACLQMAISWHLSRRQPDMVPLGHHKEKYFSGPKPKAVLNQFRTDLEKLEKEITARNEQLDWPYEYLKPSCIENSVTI
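Purified human 12hLO at 150 nM in 25 mM Hepes, 0.01% Triton X-100, pH 7.0, preincubated 15 min at room temperature with compound. Reaction started with 40 uM arachidonic acid, 30 min at room temperature. Hydroperoxide measured by Fe-xylenol orange, 573/405 nm absorbance ratio.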
An asterisk follows results filed as active; ? = inconclusive; [ ] = dose if it differs, or a comment. % is set by controls: 0 for no effect and ±100 for the full control effect; potency is the fitted concentration of half-maximal effect.

ALOX12 inh	mol
9%	N#Cc1ccc(C(=O)N2CCC3(CC2)CN(Cc2ccccc2)CC3CO)cc1 (stereo not drawn)
10%	CC(NC(=O)CCc1ccco1)C1CC2CCC1C2 (stereo not drawn)
?	CCC(C)c1ccc(C(CC)NC(=S)NCc2ccc(F)cc2)cc1 (stereo not drawn)
77%[activator]	Cc1cnc(C(=O)N[C@@H]2CCC[C@@H]2C(=O)N2CCN(C(C)C)CC2)cn1
5.6µM*	Cc1ccccc1C1C=C(c2ccccc2)OC(c2ccccc2)=C1C=O (stereo not drawn)
-3%	CC(=O)N1CCN(c2oc(/C=C/c3ccc(F)cc3)nc2C#N)CC1
45%	Cc1nc2cccnc2n1CC1CCCN(S(=O)(=O)c2ccc(F)c(F)c2)C1 (stereo not drawn)
-18%[176 µM]	COCC(=O)N[C@H]1C[C@H]2C(=O)NC[C@@H](CCC(=O)NCc3ccccc3)N2C1
88%[activator][176 µM]	CCN(CC)C(=O)[C@@H]1CCC[C@@H](NC(=O)c2ccc(Cl)cc2)CN(C)C(=O)C1
8%	CCc1ccc(C(=O)NCc2ccnc(N3CCN(C)CC3)c2)o1
-7%	CC(=O)Nc1ccc(S(=O)(=O)Nc2cc3c(cc2SC2CCCCC2)n(C)c(=O)n3C)cc1
-37%	CSc1ccc(/C=C/C(=O)c2ccccc2)cc1
-17%	COc1ccc2c(c1)c(C(C(=O)O)N1CCN(c3ccccc3OC)CC1)cn2CCC(=O)O (stereo not drawn)
?	O=c1[nH]c(C2CCCN(Cc3ccc(-c4cc(F)cc(F)c4)cc3)C2)nc2ccc(F)cc12 (stereo not drawn)
-26%	COCC1CN(C)CC12CCN(S(=O)(=O)c1ccc3c(c1)CCC3)CC2 (stereo not drawn)
-5%	O=C(Nc1ccc(Cl)cc1)c1nnc(C(=O)N2CCC(CC(=O)N3CCCC3)CC2)s1
-27%[176 µM]	COCC(=O)NC[C@@H]1C=C(C)[C@H](CC(=O)N2CCN(C)CC2)C[C@H]1C(C)C
7%[57.4 µM]	O=C(c1ccncc1)N1CCC2(CCCN(c3ccccn3)C2)CC1
18%	CC(C)(C)c1ccc(COC(=O)C2=COCCO2)cc1
36%[activator]	COCCNC(=O)[C@@H]1C[C@H](Oc2ccccc2)CN1C(=O)Nc1ccc(C)c(C)c1
-33%	O=[N+]([O-])c1ccc(/C=N/Nc2ccc(S(=O)(=O)Nc3ccccc3)cc2[N+](=O)[O-])o1
12%	Cc1cccc(C(=O)NC2CCN(c3cc(-c4ccc(F)cc4)[nH]n3)C2)c1 (stereo not drawn)
30%	O=C(COc1ccc(F)cc1)N1CCCCC1c1nc(CCOCC2CCCC2)no1 (stereo not drawn)
8%	COC[C@@H]1[C@H](NC(=O)CCc2nc3ccc(F)cc3[nH]2)[C@@H]2CCO[C@H]12
11%[176 µM]	O=C1OC[C@@H]2CCN(Cc3ccccc3Cl)Cc3ccc(F)cc3N12
-8%	CC(=O)Nc1ccc(C(=O)OCC(=O)N2CCOCC2)cc1
11%[176 µM]	COCCN1C(=O)CO[C@H]2CN(Cc3cnc4ccccc4c3)C[C@H]21
21%	CCn1nc(-c2ccc(C)c(S(=O)(=O)N3CCCCC3)c2)c2c(c1=O)CCCC2
31%[activator][176 µM]	Cc1nnc(-c2cc(-c3ccc(CO)cc3)ccn2)n1Cc1ccncc1
?	COc1ccc(OCCOC(=O)Cc2coc3cc4c(cc23)CCC4)cc1
?	Fc1c(F)c(F)c(CN2CCCC3(CCNC3)C2)c(F)c1F (stereo not drawn)
1%[6.33 µM]	CC(=O)Nc1ccc(CN2CCCC3(COc4ccccc4S(=O)(=O)N3)C2)cc1 (stereo not drawn)
?	O=C(COC(=O)c1cncc(Br)c1)NC12CC3CC(CC(C3)C1)C2
4%	COc1ccc(C)cc1NC(=O)CN1C(=O)NC(c2ccc(C)cc2)C2=C1COC2=O (stereo not drawn)
-31%	C=CCSc1nc2c(c(=O)[nH]c(=O)n2C)n1CCCCC
-3%	CCCCNC(=O)C[C@H]1C[C@@]2(C(=O)OC)C(=C[C@H](C(C)C)O[C@@H]2C2CC2)N(CCC2=CCCCC2)C1=O
-2%	COc1ccccc1C1CN(Cc2c(C)nc3sccn23)Cc2ccccc2O1 (stereo not drawn)
?	Cc1oc(-c2ccccc2)nc1C(=O)OC(C)C(=O)NCc1ccccc1 (stereo not drawn)
33%	CCNC(=O)N1CC[C@H]2C(=O)NCCCCCCN(Cc3ccncc3)[C@@H]2C1
-22%	Cn1c(=O)c2c(ncn2CC(=O)c2ccc(O)cc2)n(C)c1=O
-2%	CCOC(=O)N1CCN(C(=O)C[C@@H]2C[C@@]3(C(=O)OC)CCCCC=C3N(CCc3ccc(OC)c(OC)c3)C2=O)CC1
2%	Cc1ncc(-c2ccc(S(=O)(=O)Nc3ccccc3C)cc2)o1
-3%	O=C(Nc1ccc(C(F)(F)F)cc1)C1CCN(c2nc3ccccc3o2)CC1
11%[176 µM]	O=C1NCCCN1C1CCN(Cc2ccc(F)cc2)CC1
22%	COCCN(Cc1cnc(-c2cccc(C)c2)nc1)Cc1cccs1
-26%[6.33 µM]	CN1CC(=O)N(C2CCCNC2)Cc2c1ncnc2N1CCCC(O)C1 (stereo not drawn)
-1%	CCOc1ccccc1-n1nnc(C(=O)Nc2nnc(CC)s2)c1C
?	O=C(NCCNc1ccc(C(F)(F)F)cn1)C1CC=CCC1 (stereo not drawn)
13%	Cc1nc(C)c(CC(=O)N(Cc2ccccc2)Cc2scnc2C)s1
-46%	COc1ccc2c(c1)NC(=O)C2CC(=O)N1CCOc2c(cc(-c3cnc4ccccc4c3)cc2OC)C1 (stereo not drawn)

Remaining list, next part:
ALOX12 inh	mol
20%	COc1ccccc1CN1CCC(n2cc(C(=O)N3CCCCC3)nn2)CC1
-5%	Cc1sc(-c2nc(-c3ccc(F)cc3)no2)cc1S(=O)(=O)Nc1ccc(F)cc1
?	C[C@H](c1ccccc1)N1C(=O)[C@@H]2CN(C(=O)CC(C)(C)CC(=O)O)CCN2C1=O
?	CCNc1cc(C)ccc1C
0%	COc1ccc(-c2nc3cnc(N(C)C)nc3n(CCc3ccccc3)c2=O)cc1
-5%	CC1(C)N=C(c2ccccc2)C(=O)N1CC(=O)NC1CCCCC1
2%	CC(C)NC(=O)c1nc(-c2ccc3cc[nH]c3c2)no1
1%	Cc1ccc(-c2ocnc2C(=O)NCCc2cccc(C)c2)cc1
11%	Cc1cccc(C(=O)N2C[C@@H](Oc3ccccc3)C[C@@H]2C(=O)N2CCOCC2)c1
22%	CCc1ccc(NC(=O)N2CCC(Oc3ncccc3C(=O)N3CCOCC3)C2)cc1 (stereo not drawn)
-6%[57.4 µM]	COc1ccc(NC(=O)N2CCCC3(CCN(C(C)=O)CC3)C2)cc1
-3%	COCCn1nc(C(=O)NCC(c2ccc(OC)cc2)N2CCCC2)ccc1=O (stereo not drawn)
0%	CCN1C(=O)CCC2(C(=O)Nc3ccc(C)c(F)c3)CCCC=C12 (stereo not drawn)
29%	O=C(CC1CCCN(c2cnn(CC3CC3)c(=O)c2)C1)NCCc1cccs1 (stereo not drawn)
-28%	Cc1ccc(NC(=O)CN2C(=O)NC3(CCCCC3)C2=O)c(Cl)c1
?	O=C1COc2ccc(NCc3cccs3)nc2CN1Cc1ccc(F)cc1
1%	O=C(NC1CCCCC1)c1nn(Cc2ccccc2)c(=O)c2ccccc12
-26%	CCCNC(=O)CN(C)C(=O)NC(c1ccc(CC)cc1)C(C)C (stereo not drawn)
3%	CCO[C@H]1CN(C2CCN(c3ccc4c(c3)CCC4)CC2)C[C@@H]1O
?	O=C(c1ccc(Cl)cc1)N1CCN(c2nc3ccccc3s2)CC1

Structures shown so far that contain a Cl atom:
ALOX12 inh	mol
88%[activator][176 µM]	CCN(CC)C(=O)[C@@H]1CCC[C@@H](NC(=O)c2ccc(Cl)cc2)CN(C)C(=O)C1
-5%	O=C(Nc1ccc(Cl)cc1)c1nnc(C(=O)N2CCC(CC(=O)N3CCCC3)CC2)s1
11%[176 µM]	O=C1OC[C@@H]2CCN(Cc3ccccc3Cl)Cc3ccc(F)cc3N12
-28%	Cc1ccc(NC(=O)CN2C(=O)NC3(CCCCC3)C2=O)c(Cl)c1
?	O=C(c1ccc(Cl)cc1)N1CCN(c2nc3ccccc3s2)CC1

The list goes on:
ALOX12 inh	mol
-15%	CSc1ccc(C(=O)NCC2CCN(C(=O)C(=O)c3cc4ccccc4o3)CC2)cc1
?	CN(c1ccccc1)c1ccc(C(=N)N)cc1
?	CCNc1cc(C)nc(Nc2ccc(NS(=O)(=O)c3ccc(Cl)cc3)cc2)n1
-2%	O=C(CC12CC3CC(CC(O)(C3)C1)C2)Nc1ccc2c(c1)Cc1ccccc1-2
0%	Cc1ccc(CNC(=O)N2CCCC(Cc3noc(-c4ccccc4)n3)C2)cc1 (stereo not drawn)
15%	CC(=O)NNC(=S)Nc1ccc(Cl)cc1
?	O=C(CC1CC2CCC1C2)OCC(=O)c1ccc2c(c1)OCO2 (stereo not drawn)
?	O=C1CC2(CCN(Cc3cccs3)CC2)Oc2cc(Cl)ccc21
-26%	Cc1cc(C)cc(NC(=O)CSc2ncc(S(=O)(=O)c3ccccc3)c(=O)[nH]2)c1
0%	CCCOC(=O)c1ccc(Oc2c(C)oc3cc(OC)ccc3c2=O)cc1
-4%	CC1CCN(S(=O)(=O)NCc2ccnc(OCc3ccccc3)c2)CC1
22%	COc1ccc(CCC(=O)NCc2nnc3c(-c4nc(C(C)C)no4)cccn23)cc1
-23%	Cc1cccc(Cn2c(N3CCN(Cc4ccccc4)CC3)nc3c2c(=O)[nH]c(=O)n3C)c1
103%[activator][176 µM]	COCCN1Cc2ccc(Nc3cccnc3)nc2C(C)(C(=O)NCc2ccncc2)C1 (stereo not drawn)
-4%	C=CCC1(CC=C)CNCCN1
-11%	O=C(N[C@H](C(=O)N1CCC[C@H]1C(=O)NCc1ccccc1)c1ccccc1)c1ccc(Cl)c(Cl)c1
27%	O=C(CC1CCOCC1)N1CCN(Cc2ccccc2F)CC1
1%	N#Cc1ccc(/C=C/C(=O)N(Cc2ccc(C(F)(F)F)cc2)C2CC2)cc1
?	COc1ccc(CN2C(=O)CO[C@H]3CN(S(=O)(=O)c4ccccc4)C[C@H]32)cc1
8%	COc1ccc(-c2nc(C3CC(=O)N(c4ccc(C)cc4)C3)no2)c(C)c1 (stereo not drawn)
4%	Cc1ncoc1C(=O)N1CCCN(S(=O)(=O)c2ccccc2)CCC(=O)NCC1
42%[activator]	O=C(NCc1cccc(F)c1)C1Cn2cccc2C(=O)N1Cc1cccnc1 (stereo not drawn)
-25%[176 µM]	NC(=O)c1cccc(-c2ccc3c(n2)CN(Cc2nc4ccccc4s2)C(=O)CO3)c1
?	CNCCCNCc1ccc(C)s1
6%	Cc1ccc(N2Cc3c(NCCc4ccc(F)cc4)ncnc3N(C)CC2=O)cc1
-1%	COc1ccc2c(c1)cc(C(=O)Nc1cccc(Cl)c1)n2C
?	COc1cc(C2C3CCCCC3(O)CCN2Cc2ccc(Cl)cc2)ccc1O (stereo not drawn)
?	COc1ccc(-c2noc([C@@H]3C[C@@H](O)CN3Cc3ccccc3)n2)cc1
9%	Cc1nncn1C1CCN(S(=O)(=O)c2cccc(Br)c2)CC1
25%	O=C(Nc1ccccc1)N1CCC(Oc2ccccc2-c2nc(-c3cnccn3)no2)C1 (stereo not drawn)

The final two compounds of the section above open the next one.
ALOX12 inh	mol
9%	Cc1nncn1C1CCN(S(=O)(=O)c2cccc(Br)c2)CC1
25%	O=C(Nc1ccccc1)N1CCC(Oc2ccccc2-c2nc(-c3cnccn3)no2)C1 (stereo not drawn)
-5%	CCOc1ccccc1Oc1coc2cc(OCc3cc(C)ccc3C)ccc2c1=O
0%	CCOc1cccc(C=NNC(=O)C(=O)Nc2cccc(C(F)(F)F)c2)c1O
?	COc1ccccc1CC(=O)NC1CCCC1
63%[activator][176 µM]	CN(C)c1ccc(CN2CCC3(Cc4ccccc4NC3=O)C2)cc1 (stereo not drawn)
-8%	Cc1ccc(CNS(=O)(=O)c2ccc(CCC(=O)O)cc2)cc1
23%[176 µM]	CC[C@H]1CN(C(=O)c2ccnc(Cl)c2)CC[C@H]1CC(=O)NCc1ccc(OC)cc1
?	CC(=O)Nc1ccccc1-c1cn(C)c(=O)n2cc(COc3ccc(Cl)cc3)nc12
8%	CCCn1cc2c3c(cccc31)CN(C(=O)c1ccc(OC)cc1)CC2
?	COC(=O)c1ccc2nc(C[C@@H]3C[C@@H](C(C)C)[C@H](CNCc4ccc(OC)cc4O)C=C3C)[nH]c2c1
13%	CC(C)NC(=O)N1CCC2(CC1)NCCc1c2[nH]c2ccccc12

Rewritten in CSV form: entries from further up
Structure,ALOX12 inh
CC(C)NC(=O)N1CCC2(CC1)NCCc1c2[nH]c2ccccc12,13%
CCCn1cc2c3c(cccc31)CN(C(=O)c1ccc(OC)cc1)CC2,8%
CCOc1cccc(C=NNC(=O)C(=O)Nc2cccc(C(F)(F)F)c2)c1O,0%
COc1ccccc1CC(=O)NC1CCCC1,?

Next section.
ALOX12 inh	mol
25%	Cc1cccc(C(=O)N2CCCC(c3nc(C4CCOCC4)no3)C2)c1 (stereo not drawn)
?	CCC(=O)N1C2CCCC1CC(=O)C2
28%	O=C1Nc2ccccc2OCC12CCN([S+](=O)([O-])c1ccccc1)CC2
7%[176 µM]	COc1ccccc1-c1ccnc(N[C@H]2CO[C@H]3[C@@H]2OC[C@@H]3NC(=O)c2ccccc2)n1
28%	Cc1ccc(-c2cc(C(F)F)n3ncc(C#N)c3n2)cc1
17%	Cc1cn2nc(C(=O)N3CCC(C(=O)Nc4ccccc4)CC3)cc2c(=O)[nH]1

Screens from PubChem BioAssay.

Not all compounds are listed; rates above refer to the full screens.
